# Screening data: PubChem BioAssay, National Center for Advancing Translational Sciences (NCATS)
# KCNH2 3.1 block – inhibitors of human KCNH2 3.1 potassium channel isoform | U2OS KCNH2 3.1, thallium flux FluxOr; stronger effect = lower value | activity change, % (tested at about 1.8 µM) | 340,000 tested, 0.95% active;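 active = maximum activity change below -70%; inconclusive = maximum activity change from -70% to -50%; inactive = maximum activity change above -50%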;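 also: thallium influx rate constant from kinetic fluorescence after stimulation buffer; % is scaled to controls: 0 for no effect and ±100 for the full control effect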
#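 Kinetic fluorescence (2 min after stimulation buffer) measures Tl+ influx through KCNH2 3.1 expressed by viral transduction in U2OS cells; the rate constant is normalized against DMSO controls serving as positive and negative references.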
# A-T KAP1 phos – potential ataxia-telangiectasia treatment; […] A-T fibroblasts, KAP-1 phosphorylation AlphaLISA; neocarzinostatin DNA damage 30 min before lysis; Potency, µM (series often up to 57.5 µM), for the others: at the highest dose activation, actives largely listed as activators; 320,000 tested, 0.19% active; AID 485349; also: potency is read from the fitted curve at half-maximal effect; % of control where 0% means no effect; nearly all actives have a fitted effect of over 45% in size
#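 ATM-like activity read as KAP-1 phosphorylation via AlphaLISA donor/acceptor antibody pairs after lysis and 6 hr at 25C. Cells were ATM-null patient fibroblasts ([…], hTERT), dosed 60 min, then exposed to the DSB inducer NCS for 30 min.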
# TSHR antag – human thyrotropin receptor antagonism; P16473; TSHR-expressing cells, TSH-stimulated cAMP HTRF, 2 h; stronger effect = lower value; activity change, negative = inhibition, % at 11.5 µM; 330,000 tested, 0.2% active; AID 504810;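 active = activity change below a set negative limit, meaning inhibition stronger than a set level, cut at about -70% in these data; inconclusive = activity change between two set negative limits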; also: % is scaled to controls: 0 for no effect and ±100 for the full control effect
#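 TSHR-expressing cells, 200/well, pre-treated with compound, then stimulated with EC80 TSH (4nM final) for 2 hours at 37 deg C. cAMP measured by competitive HTRF: anti-cAMP cryptate antibody in lysis buffer plus cAMP-d2, read after 30 minutes at room temperature.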
# TRPV1 ag – human TRPV1 agonism | Q8NER1 | TRPV1-expressing cells, Fluo-8 calcium influx, agonist mode | activation, % at 8.33 µM | 320,000 tested, 0.19% active | AID 540275; in the data active = activation above about 80%; inconclusive = between about 30% and that limit; also: 0% is about no effect
#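 TRPV1-expressing cells were cultured overnight at 35.5C and loaded with Fluo-8 calcium dye for 40 to 90 min at room temperature. After a 10 s baseline, compound was added and calcium influx was read kinetically for 3 min (ex 480/em 520 nm).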
# USP2a block – blocks human ubiquitin-specific protease USP2a | O75604 | USP2 core, Ub-CHOP2 coupled fluorogenic reporter, 485/531 | Potency, µM (top dose mostly 38.3 µM), for the others: at the top dose activity change, negative = inhibition, hits mostly inhibitors | 330,000 tested, 0.01% active;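 also: potency is read from the fitted curve at half-maximal effect; plate controls were DMSO wells for no effect and full inhibition by NEM control for full effect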
# Target sequence (O75604 whole entry, looked up): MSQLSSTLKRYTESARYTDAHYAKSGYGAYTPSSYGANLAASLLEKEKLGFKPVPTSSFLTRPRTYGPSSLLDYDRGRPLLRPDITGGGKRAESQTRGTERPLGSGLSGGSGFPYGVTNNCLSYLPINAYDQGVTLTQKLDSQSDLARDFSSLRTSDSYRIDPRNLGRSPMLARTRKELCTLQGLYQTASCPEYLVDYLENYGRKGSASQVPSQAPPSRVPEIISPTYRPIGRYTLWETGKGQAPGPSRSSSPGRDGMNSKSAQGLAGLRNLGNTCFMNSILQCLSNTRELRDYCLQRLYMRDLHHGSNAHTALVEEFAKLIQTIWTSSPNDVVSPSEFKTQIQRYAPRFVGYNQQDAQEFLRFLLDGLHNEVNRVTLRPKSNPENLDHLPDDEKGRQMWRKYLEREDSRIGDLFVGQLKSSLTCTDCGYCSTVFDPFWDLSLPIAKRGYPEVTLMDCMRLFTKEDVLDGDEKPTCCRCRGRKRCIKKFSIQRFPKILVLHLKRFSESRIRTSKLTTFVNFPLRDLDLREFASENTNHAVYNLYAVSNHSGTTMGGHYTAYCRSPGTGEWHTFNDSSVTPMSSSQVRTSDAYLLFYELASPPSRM
#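 Cell-free coupled assay: 10nM USP2 core preincubated 30min RT with compound in Tris-HCl pH 8.0/CaCl2/CHAPS buffer, then 25nM Ub-CHOP2 and 25nM reporter substrate; fluorescence (Ex 485/Em 531) read after 60min RT, normalized to NEM inhibition, concentration-response curves fitted.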
# ELG1 DNA repair – blocks ELG1-dependent DNA repair in HEK293T cells; AID 504467; Potency, µM (highest dose often 46.1 µM), for the others: at the top dose activity change, negative = inhibition, most hits filed as inhibitors; HEK293T ELG1-luciferase reporter, luminescence, 16 h; DNA damage induced by 5-fluorouridine; 330,000 tested, 2.3% active; also: potency is read from the fitted curve at half-maximal effect; % is scaled to controls: 0 for no effect and ±100 for the full control effect; nearly all actives have a fitted effect of over 55% in size
#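 Quantitative HTS, concentration-response format. 2,000 cells/well co-treated with 5-fluorouridine and compound, 16 hr in 5% CO2 at 37 °C; ONE-Glo luminescence read after 30 min.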
# Mito fusion yeast – mitochondrial division inhibition or fusion activation. Potency, µM (top dose mostly 46.1 µM), without a hit: top-dose growth rescue (activation), usual class: activators. 320,000 tested, 0.23% active. S. cerevisiae fusion-defective mutant growth rescue, CellTiterGlo 48 h;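 also: potency is read from the fitted curve at half-maximal effect; % of control where 0% means no effect; nearly all actives have a fitted effect of over 45% in size; temperature-sensitive fusion mutants such as fzo1-1 at 37 °C on non-fermentable ethanol glycerol medium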
#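 S. cerevisiae fusion-defective temperature-sensitive mutants (e.g. fzo1-1, mgm1-5) grown 48 h at 37C in YPEG (ethanol/glycerol non-fermentable) medium with 23 nl compound per well; growth rescue read as CellTiterGlo luminescence.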
# hERG WT inh – KCNH2 (human, wildtype) channel inhibition; 340,000 tested, 0.37% active; activity change, % at 1.84 µM; U2OS, BacMam KCNH2, thallium flux FluxOr; stronger effect = lower value; Q12809;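 active = maximum activity change below -70%; inconclusive = maximum activity change between -70% and -50%; inactive = maximum activity change above -50%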; also: % is scaled to controls: 0 for no effect and ±100 for the full control effect
#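 U2OS cells were transduced with wild-type KCNH2 virus (2.03 x 10^8 / mL) for 4 h at room temperature, then cultured overnight at 37 C. Thallium flux was read with FluxOr dye. Rate constants were normalized to DMSO controls.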
# TCR activator – T cell receptor activation | Potency, µM (titrated, usually from 9.22 µM), inactives show at the top dose activation of IL-2 secretion, usual class: activators | 330,000 tested, under 10 active | AID 504894 | primary human leukocytes, anti-CD3, IL-2 HTRF, 48 h; also: % of control where 0% means no effect
#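 Compounds are tested in HTS on primary human leukocytes co-incubated with a-CD3 beads for 48 hr. IL-2 output is measured by time-resolved FRET.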
# Eya2 phos inh – Eya2 (human) phosphatase inhibition; recombinant Eya2, OMFP fluorescence dephosphorylation (OMFP is methylfluorescein phosphate); 330,000 tested, 0.006% active; Potency, µM (titrated, usually from 76.9 µM), without a hit: top-dose activity, negative = inhibition, actives largely listed as inhibitors; O00167; also: potency is read from the fitted curve at half-maximal effect; % is scaled to controls: 0 for no effect and ±100 for the full control effect
#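 Eya2 (0.2 uM) preincubated 10 min at ambient with compound, then OMFP substrate added at 50 uM; 10 min reaction in 50 mM HEPES pH 7.5, 50 mM NaCl, 5 uM MgCl2, 0.05% BSA, 1 mM DTT. Fluorescence read at Ex 485/Em 525 nm.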
# The depositor's hits bear a star; ? = inconclusive; / = not tested or not shown; [ ] = remark or other dose. Unless noted, calls follow the shape of the dose curve; as a rule, active = well fitted curve in the direction sought with a large enough effect; inconclusive = small, poorly fitted or top-dose-only effect, or another doubt; inactive = no such curve, though single readings can be large; an effect the other way counts as inactive or inconclusive. Some of the compounds tested; rates above refer to the full screens.
no.	SMILES	KCNH2 3.1 block	A-T KAP1 phos	TSHR antag	TRPV1 ag	USP2a block
1	COC(=O)c1ccc(CSc2nnc(NC(C)C)s2)o1	-10	-2%	-14	1	10%
2	COc1ccccc1NS(=O)(=O)c1c(C(=O)N2CCCC2)c(C)n(C)c1C	14	2%	14	-1	0%
3	O=C(CCCOc1ccccc1)Nc1ccc(Cl)cn1	-105*	9%	-7	?	-2%
4	Nc1nonc1N/N=C/c1c(O)ccc2ccccc12	3	3%	-6	?	-3%
5	Cc1cccc(OCC(=O)NCC(=O)N/N=C/c2cc(Br)ccc2OCc2ccccc2)c1	/	0%	16	1	-1%
6	COc1ccc(C(CNC(=O)c2ccc(S(=O)(=O)Nc3ccc(F)cc3)cc2)N(C)C)cc1 (stereo not drawn)	-4	6%	-16	2	1%
7	CN(C)S(=O)(=O)c1cccc(NC(=O)COC(=O)COc2ccccc2[N+](=O)[O-])c1	12	-3%	4	2	1%
8	COC(=O)/C=C1\C(=O)N(c2nc3ccccc3s2)C(=S)N1c1ccc(F)cc1	-35	/	4	21	0%
9	Cc1[nH]n(-c2ccccc2)c(=O)c1C=Nc1ccc(S(=O)(=O)N=C(N)N)cc1	0	-2%	-1	-1	0%
10	COc1cccc(CNC(=O)C2CCCN(c3nn4c(=O)cc(C)nc4s3)C2)c1OC (stereo not drawn)	2	/	4	-4	0%
11	COCC(=O)NCCNc1nc2ccc(C)cc2cc1C	-1	-4%	7	0	0%
12	CS(=O)(=O)Nc1ccc(C(=O)NCc2cccnc2)cc1	20	4%	5	0	2%
13	O=c1c2cc(F)ccc2[nH]c(=S)n1CCCN1CCOCC1	0	6%	2	-4	-1%
14	Cc1ccc2[nH]cc(CCNC(=O)c3cccs3)c2c1	1	3%	3	?	0%
15	CCOC(=O)c1c(C)[nH]c(C(=O)C(C)OC(=O)c2oc3ccccc3c2COC)c1C (stereo not drawn)	2	2%	5	-1	1%

no.	ELG1 DNA repair	Mito fusion yeast	hERG WT inh	TCR activator	Eya2 phos inh
1	23%	7%	3	8%	4%
2	20%	-1%	-6	0%	-12%
3	-13%	-6%	0	0%	-2%
4	-1%	1%	-1	/	1%
5	26µM*	?	-7	1%[46.1 µM]	-2%
6	1%	0%	28	3%	-19%
7	13%	4%	8	0%	12%
8	?	-2%	38	-3%	-9%
9	?	-2%	-8	1%	?
10	-3%	-1%	-2	/	11%
11	-6%	-6%	-16	0%	2%
12	-18%	-3%	0	-21%	19%
13	8%	0%	10	3%	10%
14	2%	9%	5	10%	-12%
15	5%	7%	-3	-7%	4%

# Three compounds picked at random from the list so far:
no.	SMILES	KCNH2 3.1 block	A-T KAP1 phos	TSHR antag	TRPV1 ag	USP2a block
10	COc1cccc(CNC(=O)C2CCCN(c3nn4c(=O)cc(C)nc4s3)C2)c1OC (stereo not drawn)	2	/	4	-4	0%
11	COCC(=O)NCCNc1nc2ccc(C)cc2cc1C	-1	-4%	7	0	0%
5	Cc1cccc(OCC(=O)NCC(=O)N/N=C/c2cc(Br)ccc2OCc2ccccc2)c1	/	0%	16	1	-1%

no.	ELG1 DNA repair	Mito fusion yeast	hERG WT inh	TCR activator	Eya2 phos inh
10	-3%	-1%	-2	/	11%
11	-6%	-6%	-16	0%	2%
5	26µM*	?	-7	1%[46.1 µM]	-2%

# Going on with the list:
no.	SMILES	KCNH2 3.1 block	A-T KAP1 phos	TSHR antag	TRPV1 ag	USP2a block
16	CCc1nc(Nc2ccncc2)c2oc3ccccc3c2n1	1	11%	-2	-2	0%
17	COc1ccc(OC)c(S(=O)(=O)Nc2ccc(-c3ccc4nnc(C)n4n3)cc2)c1	-4	7%	-17	-2	1%
18	CC(=O)Nc1ccc(NC(=O)/C=C/c2ccccc2)cc1	5	-3%	-2	17	-2%
19	CCCCN(C(=O)c1ccc(C)o1)c1c(N)n(CC(C)C)c(=O)[nH]c1=O	11	4%	-1	-1	1%
20	O=C(NCCN1CCCCC1)c1ccc(Oc2cc(Cl)cc(Cl)c2)o1	-41	6%	1	6	3%
21	CC1(C)CC(=O)c2cnc(NC3CC3)nc2C1	-11	5%	-4	-1	3%
22	CCOC(=O)C1(C(F)(F)F)N=C(c2cccnc2)OC(N2CCCCC2)=N1 (stereo not drawn)	14	1%	-12	23	2%
23	COc1ccc(CC(=O)Nc2ccc(S(=O)(=O)Nc3nccc(C)n3)cc2)cc1	1	7%	4	3	3%
24	COc1ccccc1NC(=S)N(Cc1cccnc1)Cc1ccco1	17	2%	7	1	4%
25	Cc1ccccc1NC(=O)NCc1ccc2c(c1)OCO2	0	0%	-5	3	3%
26	c1ccc(-c2nc(-c3ccccn3)no2)cc1	6	-1%	18	10	0%
27	C=C(C)Cn1c(Sc2nc3ccccc3[nH]2)nc2c1c(=O)[nH]c(=O)n2C	-1	-18%	12	4	0%
28	COc1cc(OC)c(NS(=O)(=O)c2ccc3c(c2)NC(=O)CO3)cc1Cl	-5	0%	-10	3	6%
29	CN(Cc1ccccc1NCC(=O)Nc1ccccc1C#N)C1CCCCC1	1	2%	10	16	-7%
30	O=C(Nc1ccc(CN2CCOCC2)cc1)c1ccco1	-3	15%	3	1	-1%

no.	ELG1 DNA repair	Mito fusion yeast	hERG WT inh	TCR activator	Eya2 phos inh
16	?	-2%	1	-2%	15%
17	?	-1%	1	3%	-2%
18	?	4%	-2	-4%	-3%
19	21%	-3%	-1	-1%	-16%
20	-9%	11%	38	4%	8%
21	8%	-3%	13	0%	2%
22	13%	2%	-15	/	-8%
23	-1%	1%	-10	/	-5%
24	7%	0%	5	-4%	-4%
25	?	-8%	-1	4%	3%
26	?	-2%	3	0%[46.1 µM]	3%
27	26µM*	0%	4	5%	8%[15.4 µM]
28	0%	1%	-4	-3%	-18%
29	8%	-11%	1	2%	-1%
30	?	-1%	-9	8%	-7%

# Additional results.
no.	SMILES	KCNH2 3.1 block	A-T KAP1 phos	TSHR antag	TRPV1 ag	USP2a block
31	CCCNC(=O)COC(=O)c1ccc(N2CCCC2)c([N+](=O)[O-])c1	6	-6%	4	18	0%
32	O=C(CCSc1nc(-c2ccco2)cc(C(F)(F)F)n1)NCC1CCCO1 (stereo not drawn)	-1	2%	1	10	0%
33	O=C(N1CCC(n2nc(-c3ccccc3)oc2=O)CC1)C1(c2ccc(Cl)cc2)CC1	-18	4%	-20	-2	-6%
34	Cc1ccc(NC(=O)Nc2cnccn2)cc1	6	17%	53	?	2%
35	CCN1CCN(C(=S)Nc2ccc(Cl)cc2)CC1	5	/	-1	8	0%
36	CC(C(=O)N1CCc2ccccc21)N1CCc2ccccc2C1 (stereo not drawn)	7	-2%	8	16	1%
37	COc1ccccc1CC(=O)Nc1cccc(C(=O)Nc2nccs2)c1	17	9%	5	13	-3%
38	CN(CC(=O)Nc1cccc(F)c1)C(=O)CCC1CCCCC1	7	5%	-7	?	-3%
39	CC1CCN(C2=C(NS(=O)(=O)c3ccc(Cl)cc3)C(=O)c3ccccc3C2=O)CC1	/	-8%	4	-8	-10%
40	COc1ccc(C(=O)Nc2nc(C)c3cc4c(cc3n2)OCO4)cc1	/	10%	-12	2	7%
41	c1ccc2c(c1)ncn2-c1ccc(-c2ccnc(-c3ccncc3)n2)cc1	-27	2%	-36	1	2%
42	CCOC(=O)CSc1nc2nc(C)cc(C)n2n1	3	-1%	12	1	2%
43	COC(=O)c1sccc1NC(=O)C1C2C=CC(C2)C1C(=O)O (stereo not drawn)	-6	/	-3	-1	3%
44	Cc1sc(NC(=O)CSc2nc(N)cc(N)n2)c(C#N)c1C	-3	6%	-15	1	0%
45	COc1cccc(C2=CC(=O)C[C@H](c3ccc(F)cc3)C2)c1OC	3	17%	-17	?	-18%

no.	ELG1 DNA repair	Mito fusion yeast	hERG WT inh	TCR activator	Eya2 phos inh
31	5%	-8%	6	2%	-5%
32	-5%	9%	28	5%	-5%
33	?	?	32	0%	2%
34	?	1%	-6	1%	2%
35	8%	-5%	12	2%	11%
36	?	3%	8	-3%[46.1 µM]	-8%
37	16µM*	-8%	15	1%	1%
38	-8%	-10%	-1	-1%	-18%
39	?	16µM*	-33	2%[46.1 µM]	1%
40	9%	0%	22	-1%[46.1 µM]	2%
41	-29%	5%	-2	1%	-9%
42	?	-8%	4	-2%	2%
43	12%	-2%	-4	1%[46.1 µM]	3%
44	?	5%	3	4%	-6%
45	?	?	38	-4%	-24%

# Results in sequence from the entries so far.
# Entries 37 to 44 in A-T KAP1 phos: 9%, 5%, -8%, 10%, 2%, -1%, /, 6%
# Entries 37 to 44 in TSHR antag: 5, -7, 4, -12, -36, 12, -3, -15
